# APOBEC3A inh: APOBEC3A ssDNA deaminase inhibitors, primary screen, selectivity assay for APOBEC3G inhibitor project, biochemical, FAM/TAMRA oligo cleavage fluorescence. DNA dC->dU-editing enzyme APOBEC-3A (Homo sapiens), P31941. AID 493011, 2011. inhibition, % at 20 µM. 0.41% of 330,000 active. recombinant A3A, FAM/TAMRA ssDNA deamination fluorescence;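 active = at least 40% inhibition at 20 µM here, with at most 30% in a related deaminase screen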;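 note: plate controls were A3A with DMSO for no effect and wells lacking A3A enzyme for full effect; some results filed as inactive read as strong as hits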
# Target sequence (P31941 whole entry, looked up): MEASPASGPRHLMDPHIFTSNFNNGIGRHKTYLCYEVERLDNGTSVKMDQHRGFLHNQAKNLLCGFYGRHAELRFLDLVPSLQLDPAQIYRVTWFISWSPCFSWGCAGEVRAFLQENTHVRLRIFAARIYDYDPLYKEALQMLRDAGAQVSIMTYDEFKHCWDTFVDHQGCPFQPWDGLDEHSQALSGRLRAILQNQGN
# mIAP inh: inhibitors of mouse IAP, primary screen, biochemical, luminescence, uHTS; intestinal alkaline phosphatase [Mus musculus]; purified mouse IAP, CDP-Star luminescence, 30 min; inhibition, % at 10 µM; 0.2% of 330,000 active; AID 2806, 2010;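 active = inhibition of at least 40% at 10 µM in the primary screen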;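 note: plate controls were DMSO with enzyme for no effect and no enzyme wells for full effect; values of inactives mirror those of a sister screen read the other way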
# ATG4B inhibitor: ATG4B protease inhibitors, primary screen, biochemical, fluorescence, uHTS; Cysteine protease ATG4B (Homo sapiens), Q9Y4P1; ATG4B cleavage of LC3-PLA2, NBD-HPC fluorescence, 1 h; inhibition, % at 8.33 µM; 0.51% of 340,000 active; AID 504462, 2011; in the data active = inhibition above about 40%
# hIAP inh: human IAP inhibitors, primary screen, biochemical, luminescence, uHTS; AID 2544, 2010; purified IAP, CDP-Star luminescence, 30 min; 0.12% of 330,000 active; Intestinal-type alkaline phosphatase (Homo sapiens), P09923; inhibition, % at 10 µM;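 active = inhibition reaching a set limit with compound at 10 µM in the primary screen, cut at about 35% in these data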;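 note: plate controls were DMSO wells with enzyme for no effect and no-enzyme buffer wells for full effect; values of inactives mirror those of a sister screen read the other way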
# PfGluPho inh: PfG6PD enzyme inhibitors, primary screen, biochemical, fluorescence intensity, uHTS; inhibition, % at 20 µM; glucose-6-phosphate dehydrogenase-6-phosphogluconolactonase (Plasmodium falciparum 3D7); 0.78% of 350,000 active; AID 504690, 2011; PfGluPho enzyme, NADPH resazurin-diaphorase fluorescence;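 active = inhibition reaching at least a set limit at 20 µM in the primary screen, cut at about 59% in these data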;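 note: 0% = DMSO wells with substrate and 100% = DMSO wells lacking glucose-6-phosphate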
# mIAP act: activators of mouse IAP, primary screen, biochemical, luminescence, uHTS | intestinal alkaline phosphatase [Mus musculus] | muIAP, CDP-Star luminescence, 30 min; active compounds read high; 1 = vehicle-only enzyme signal, 0 = enzyme-free wells | activation factor at 10 µM | 0.24% of 330,000 active | AID 2805, 2010;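 active = activation factor of at least 2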; note: the source names both 10 and 20 µM as test concentration; values of inactives mirror those of a sister screen read the other way
#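 System: Mouse IAP enzyme | Also added: CDP-Star substrate | Dosing: Compounds dispensed in DMSO | Schedule: 30 min enzyme-substrate-compound incubation at room temperature | Technique: Chemiluminescence readout | Control set: DMSO-only wells and no-enzyme negative control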
# hIAP act: human IAP activators, primary screen, biochemical, luminescence, uHTS | Intestinal-type alkaline phosphatase (Homo sapiens), P09923 | purified human IAP, CDP-Star luminescence, 30 min; active compounds read high; 1 = vehicle-only enzyme, 0 = enzyme-free background | activation factor at 10 µM | 0.16% of 330,000 active;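 active = activation factor of the enzyme at least 2-fold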; note: the source names both 10 and 20 µM as test concentration; values of inactives mirror those of a sister screen read the other way
# HKDC1 inhibitor: HKDC1 hexokinase inhibitors, primary screen, biochemical, fluorescence, uHTS | Q2TB90 | recombinant HKDC1, G6PDH/diaphorase resazurin coupled fluorescence | inhibition, % at 20 µM | 0.16% of 340,000 active | AID 493160, 2011;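 active = inhibition above about 35% when tested at 20 µM, limit read from the data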;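 note: plate controls were DMSO wells with enzyme for no effect and DMSO wells lacking enzyme for full effect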
# Target sequence (Q2TB90 whole entry, looked up): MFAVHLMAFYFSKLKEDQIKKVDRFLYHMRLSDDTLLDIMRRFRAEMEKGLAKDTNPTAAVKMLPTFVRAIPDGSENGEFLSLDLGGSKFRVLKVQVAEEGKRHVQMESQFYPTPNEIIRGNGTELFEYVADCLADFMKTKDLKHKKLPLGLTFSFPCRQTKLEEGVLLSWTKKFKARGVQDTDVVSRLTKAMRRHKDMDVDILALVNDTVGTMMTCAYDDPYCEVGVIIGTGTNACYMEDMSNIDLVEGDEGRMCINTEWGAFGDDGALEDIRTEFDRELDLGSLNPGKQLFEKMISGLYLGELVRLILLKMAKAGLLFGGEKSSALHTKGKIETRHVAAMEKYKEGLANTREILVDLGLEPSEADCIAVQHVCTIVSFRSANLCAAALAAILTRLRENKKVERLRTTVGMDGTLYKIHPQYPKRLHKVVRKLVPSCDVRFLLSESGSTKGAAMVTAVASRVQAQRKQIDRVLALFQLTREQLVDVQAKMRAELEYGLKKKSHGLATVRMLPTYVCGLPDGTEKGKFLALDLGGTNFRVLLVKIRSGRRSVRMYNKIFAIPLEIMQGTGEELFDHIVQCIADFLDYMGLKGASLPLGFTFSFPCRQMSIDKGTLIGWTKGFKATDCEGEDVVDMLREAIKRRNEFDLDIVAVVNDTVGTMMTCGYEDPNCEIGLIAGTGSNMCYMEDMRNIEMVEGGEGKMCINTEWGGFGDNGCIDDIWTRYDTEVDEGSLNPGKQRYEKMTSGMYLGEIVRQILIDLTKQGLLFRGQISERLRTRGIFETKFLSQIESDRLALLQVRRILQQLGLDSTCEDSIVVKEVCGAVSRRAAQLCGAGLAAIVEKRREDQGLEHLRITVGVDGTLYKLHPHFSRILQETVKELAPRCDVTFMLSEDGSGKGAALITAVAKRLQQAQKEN
#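 Material – in-house recombinant HK5 (HKDC1) enzyme · Quantity – HKDC1 at 5 µg/mL · Buffer or medium – pH 8.0 Tris buffer with 10 mM MgCl2 · Reagent – glucose with 1 mM ATP · Dosing – single 20 µM dose · Times – reaction time 90 min, room temperature, protected from light · Technique – resorufin fluorescence at 613 nm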
# * = called active by the depositor; x = not tested or not shown.
molecule	APOBEC3A inh	mIAP inh	ATG4B inhibitor	hIAP inh	PfGluPho inh	mIAP act	hIAP act	HKDC1 inhibitor
CN(C)S(=O)(=O)c1cccc(NC(=O)c2ccc(N3CCCC3=O)cc2)c1	-0.1	12.2	-4.6	0.2	4.2	0.878	0.998	-10.1
COc1ccc(OCCN2C(=O)c3ccccc3C2=O)cc1	-4.0	6.5	-2.6	7.4	-1.6	0.935	0.926	-6.5
CC(C)OC(=O)c1ccc(N)cc1	-2.5	2.7	-5.6	-2.0	11.7	0.973	1.02	-6.4
Cc1cccc(C)c1NC(=O)CNC(=O)c1ccc(S(=O)(=O)NCc2ccco2)cc1	-0.6	12.9	-0.3	0.6	24.2	0.871	0.994	-1.2
CC(C)OC(=O)NC(c1ccccc1)C(Cl)(Cl)Cl (stereo not given)	-5.9	0.6	11.2	-0.6	1.2	0.994	1.01	-5.4
COc1cc(C(=O)Nc2ccn(C)n2)ccc1OC(F)F	-5.7	3.5	2.5	-10.1	5.5	0.965	1.1	-7.1
O=C(CN1C(=O)C2C3C=CC(C3)C2C1=O)NCCc1ccccc1Cl (stereo not given)	-3.6	5.1	-2.9	6.2	-0.9	0.949	0.938	-3.0
COc1cc2c(cc1OC)C(c1ccccc1)N(C(=O)CCl)CC2 (stereo not given)	-0.6	-3.1	-4.6	-9.0	-8.1	1.03	1.09	18.4
CCOc1ccc(NC(=O)COC(=O)Cn2nc(C)c([N+](=O)[O-])c2C)cc1OCC	-1.0	0.7	6.0	-2.7	0.8	0.993	1.03	-3.4
CCCn1c(NCc2ccc3c(c2)OCO3)nc2ccccc21	-5.9	-20.1	7.5	-45.5	-11.5	1.2	1.46	3.7
COc1ccc(-n2c(C)nnc2SCC(=O)N2C(C)CCCC2C)cc1 (stereo not given)	1.1	-2.7	3.0	0.9	-8.8	1.03	0.991	-11.0
COc1ccc(-n2nc(C)cc2Nc2ccccc2C(=O)O)cc1	-6.4	-7.7	-6.8	-14.7	-18.9	1.08	1.15	4.7
O=C(CSc1nnc(CNC(=O)c2c(F)cccc2Cl)o1)NC1CCCCC1	-4.5	4.9	-5.0	-7.5	5.2	0.951	1.07	-4.1
Cc1noc(C)c1C(=O)Nc1ccc(Cl)cc1C(F)(F)F	-1.0	-0.6	2.4	6.6	-5.0	1.01	0.934	-9.4
Nc1ncnc2c1ncn2[C@@H]1O[C@H](CO)C[C@@H]1O	-0.1	4.0	x	3.2	x	0.96	0.968	x
CS(=O)(=O)N1CCCC(C(=O)Nc2ccc(F)cc2F)C1 (stereo not given)	-3.3	-6.1	6.8	-26.0	-6.3	1.06	1.26	-4.0
CCOc1cccc2c1OC1(CCCCC1)N1N=C(c3cccnc3)CC21 (stereo not given)	-2.0	4.2	-14.0	15.0	9.4	0.958	0.85	-2.9
COC(=O)CCS(=O)(=O)c1ccc(NC(C)=O)cc1	-4.8	-6.3	0.7	15.6	-7.5	1.06	0.844	-6.2
CC1=C(C(=O)OCC(Br)(Br)Br)C(c2cccc([N+](=O)[O-])c2)NC(=O)N1CCCC(=O)O (stereo not given)	-6.3	-0.4	14.2	-0.9	-10.4	1	1.01	15.8
CC(C)(C)NC(=O)NCC1CCCC1NC(=O)NC(C)(C)C (stereo not given)	-3.5	3.3	-0.7	-4.5	-7.0	0.967	1.04	1.3

# (list continues)
molecule	APOBEC3A inh	mIAP inh	ATG4B inhibitor	hIAP inh	PfGluPho inh	mIAP act	hIAP act	HKDC1 inhibitor
O=C(CC1Nc2cccc3cccc(c23)NC1=O)Nc1ccc(F)cc1 (stereo not given)	19.9	20.0	-8.6	18.7	37.7	0.8	0.813	4.1
C=CCOc1ccc(/C=C/C(=O)OCC(=O)NCc2ccco2)cc1	2.6	-1.4	-7.2	5.1	3.4	1.01	0.949	-5.9
O=C(CN(Cc1ccccc1)C(=O)CCC(=O)Nc1ccccn1)NCCc1ccccc1	-1.6	6.0	-3.6	1.1	16.8	0.94	0.989	0.4
CCN(CC)c1ccc(C2CC(=O)NC3=C2C(=O)CC(C)(C)C3)cc1 (stereo not given)	-4.7	5.4	-6.4	-14.1	11.2	0.946	1.14	2.1
CC(C)c1ccc(OCC(=O)NNC(=S)NC(=O)C2CC2)cc1	2.6	13.4	-0.5	4.4	-6.5	0.866	0.956	-14.4
O=C1CC(c2cccc(Oc3ccccc3)c2)NC(=O)N1 (stereo not given)	-3.6	1.9	-5.1	-6.1	6.4	0.981	1.06	-1.2
O=C(Cc1noc2ccccc12)Nc1ccccn1	0.9	-3.5	13.9	7.2	-5.1	1.03	0.928	-3.1
Cc1cccc(C)c1NC(=O)c1ccccc1C(=O)O	1.2	-0.6	-0.6	0.2	9.5	1.01	0.998	-1.5
CCOC(=O)C1CCN(C(=O)Nc2ccc3nc(-c4ccco4)c(-c4ccco4)nc3c2)CC1	94.2	33.7	3.1	-15.2	71.3*	0.663	1.15	43.4*
CCOc1ccc(-c2nnc(SCC(=O)Nc3cc(C)on3)o2)cc1	-3.8	-13.4	-16.3	-0.4	5.2	1.13	1	-5.6
CC(=O)Nc1ccc(-n2nnnc2SCC(=O)Nc2cccc(NC(=O)c3ccco3)c2)cc1	3.9	6.5	-1.7	10.5	-9.1	0.935	0.895	7.2
CC(=O)Nc1ccc(S(=O)(=O)N2CCC(C(=O)O)CC2)cc1	-4.2	10.0	4.5	-1.4	-1.5	0.9	1.01	-8.5
O=C(Nc1nc2ccccc2s1)c1cc2c(s1)-c1ccccc1OC2	-0.6	-3.0	4.1	-6.0	-6.2	1.03	1.06	-3.2
CC1(C)Cc2c(sc(NC(=O)C(=O)NCC3CCCO3)c2C(=O)O)CO1 (stereo not given)	0.7	5.4	-7.2	-43.0	-15.2	0.946	1.43	-2.2
Cc1ccc(C(=O)NC2CCN(CC(=O)NCc3cccs3)CC2)cc1	-3.5	-1.8	-5.5	3.4	-16.6	1.02	0.966	-4.4
O=C(C[C@@H]1C/C=C\C[C@H](Cc2ccc(F)cc2)C(=O)OC[C@H]2CCCN2C1=O)NCCO	-5.4	-2.2	1.8	7.1	-1.9	1.02	0.929	-6.4
COc1ccc(NC(=O)NCc2cccnc2)cc1	-3.6	-0.5	-9.8	7.9	-3.8	1	0.921	-2.9
CCOC(=O)c1c(CN(CC)CC)n(-c2ccccc2)c2ccc(O)cc12	-2.2	-5.5	4.1	-9.7	9.5	1.05	1.1	-3.2
C/C(=N\NS(=O)(=O)c1ccc([N+](=O)[O-])cc1)c1ccc2c(c1)OCO2	-1.1	0.6	-2.9	7.4	0.0	0.994	0.926	0.6
O=C(CNC(=O)c1ccc(Cl)cc1Cl)OCc1nnc(-c2ccccc2)o1	-5.5	13.0	-1.4	18.4	-0.4	0.87	0.816	-1.2

# (continued)
molecule	APOBEC3A inh	mIAP inh	ATG4B inhibitor	hIAP inh	PfGluPho inh	mIAP act	hIAP act	HKDC1 inhibitor
Cc1ccc(C(=O)Cn2ncsc2=N)cc1	-2.0	5.3	2.6	5.0	-2.8	0.947	0.95	-4.9
CCOc1cc(/C=N/NC(N)=O)cc(Br)c1OCc1ccccc1	2.2	5.5	-3.0	4.0	22.8	0.945	0.96	-5.9
Cc1nc2ncnn2c(C)c1Cc1c(Cl)cccc1Cl	-5.4	7.4	-16.7	-23.4	14.8	0.926	1.23	-8.3
O=C(COC(=O)c1ccc(O)cc1)Nc1ccccc1-c1ccccc1	-1.0	-15.7	-0.5	-13.1	-1.5	1.16	1.13	-3.4
N#CC1=C(SCC(=O)Nc2ccc(C(=O)O)cc2)NC(=O)CC1c1ccco1 (stereo not given)	21.0	2.9	-3.8	-1.5	12.0	0.971	1.01	1.4
CCOC(=O)C(NC(=O)c1ccc(F)cc1)(Nc1sc2c(c1C(N)=O)CCC2)C(F)(F)F (stereo not given)	-1.3	3.1	-3.9	-10.8	16.1	0.969	1.11	-8.0
CC(Oc1cccc(Br)c1)C(=O)NNC(=O)CCNC(=O)c1ccccc1Cl (stereo not given)	-3.3	-2.8	3.2	-44.3	-11.2	1.03	1.44	-0.9
O=C1CSc2ccc(C(=O)NCC(c3ccco3)N3CCCCC3)cc2N1 (stereo not given)	-5.4	-6.5	-1.8	-3.3	10.7	1.06	1.03	1.8
O=[N+]([O-])c1ccc(N2CCN(c3ccc(F)cc3)CC2)nc1	-3.9	5.8	-7.9	11.0	25.0	0.942	0.89	-0.2
Cc1cc(-c2ccc(C)c(S(=O)(=O)N3CCN(c4ccc(F)cc4)CC3)c2)on1	-4.8	9.2	-5.6	18.2	1.2	0.908	0.818	-2.6
Cc1cccc(NCC(=O)N/N=C\c2cccn2C)c1	-3.4	-16.9	0.6	5.2	0.7	1.17	0.948	-0.5
CCN1C(=O)[C@H]2[C@@H](c3ccc(-c4ccc(F)cc4)cc3)N3CCCC[C@@]3(C(=O)OC)[C@H]2C1=O	-1.8	12.4	-4.9	15.0	7.1	0.876	0.85	1.2
Cc1nn(-c2ccccc2)c(C)c1/C=N/NC(=O)c1ccccc1O	-2.5	3.1	-0.8	7.2	-29.3	0.969	0.928	-4.3
CC(C)(C)OC(=O)N1CCC[C@H]1C(=O)NCc1ccc(Cl)cc1Cl	2.3	-1.2	1.3	5.2	-17.5	1.01	0.948	3.0
Cc1cc(-c2ccccc2)nc(N/N=C/c2ccc([N+](=O)[O-])cc2)n1	-3.7	1.1	-11.7	12.7	0.8	0.989	0.873	-6.3
Cn1nnnc1SCCNCc1ccccc1OCc1ccc(Cl)cc1	-11.4	6.4	0.8	1.5	5.2	0.936	0.985	-8.2
COc1ccc(-n2c(C)cc3cc(OC(C)=O)ccc32)cc1	-4.6	4.5	5.4	1.7	12.3	0.955	0.983	-2.3
COc1ccccc1NCCC(=O)OCC(=O)Nc1ccccc1F	-4.3	-0.6	-2.6	-6.0	-3.8	1.01	1.06	2.1
CN(C)S(=O)(=O)c1ccc(N2CCCC2)c(C(=O)Nc2ccc(F)cc2F)c1	40.7*	-5.0	-3.0	6.4	-1.4	1.05	0.936	-0.5
Cn1nc(C(=O)Nc2ccc3c(c2)OCCO3)c2ccccc2c1=O	-0.1	2.5	2.2	6.0	2.2	0.975	0.94	-3.0

# Part of the list above in another layout.
# Results follow in this order: APOBEC3A inh | mIAP inh | ATG4B inhibitor | hIAP inh | PfGluPho inh | mIAP act | hIAP act | HKDC1 inhibitor
- N#CC1=C(SCC(=O)Nc2ccc(C(=O)O)cc2)NC(=O)CC1c1ccco1 (stereo not given)
  21.0 | 2.9 | -3.8 | -1.5 | 12.0 | 0.971 | 1.01 | 1.4
- CCOC(=O)C(NC(=O)c1ccc(F)cc1)(Nc1sc2c(c1C(N)=O)CCC2)C(F)(F)F (stereo not given)
  -1.3 | 3.1 | -3.9 | -10.8 | 16.1 | 0.969 | 1.11 | -8.0
- CC(Oc1cccc(Br)c1)C(=O)NNC(=O)CCNC(=O)c1ccccc1Cl (stereo not given)
  -3.3 | -2.8 | 3.2 | -44.3 | -11.2 | 1.03 | 1.44 | -0.9
